GluA2 TARP mod: modulators of AMPA receptor GluA2-stargazin complexes; O88602+P19491; HEK293 GluA2+stargazin, membrane potential dye (FDSS), glutamate EC50; hits were called plate by plate, in both directions; calls only at 30 µM; 40,000 compounds, 3.5% hits; AID 1259245;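 active = any of four per-well response measures lying three or more SD from its plate-wide compound average, in either direction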
Target sequence (O88602 whole entry, looked up): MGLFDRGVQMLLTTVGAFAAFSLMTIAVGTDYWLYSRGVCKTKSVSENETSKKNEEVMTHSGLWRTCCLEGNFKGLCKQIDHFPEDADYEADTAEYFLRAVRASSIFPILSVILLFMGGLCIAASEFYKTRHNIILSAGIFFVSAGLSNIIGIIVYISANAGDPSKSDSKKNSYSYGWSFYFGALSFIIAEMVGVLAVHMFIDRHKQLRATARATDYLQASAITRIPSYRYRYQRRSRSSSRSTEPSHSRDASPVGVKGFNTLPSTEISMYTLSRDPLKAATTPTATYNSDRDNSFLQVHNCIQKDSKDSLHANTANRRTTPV
Target sequence (P19491 whole entry, looked up): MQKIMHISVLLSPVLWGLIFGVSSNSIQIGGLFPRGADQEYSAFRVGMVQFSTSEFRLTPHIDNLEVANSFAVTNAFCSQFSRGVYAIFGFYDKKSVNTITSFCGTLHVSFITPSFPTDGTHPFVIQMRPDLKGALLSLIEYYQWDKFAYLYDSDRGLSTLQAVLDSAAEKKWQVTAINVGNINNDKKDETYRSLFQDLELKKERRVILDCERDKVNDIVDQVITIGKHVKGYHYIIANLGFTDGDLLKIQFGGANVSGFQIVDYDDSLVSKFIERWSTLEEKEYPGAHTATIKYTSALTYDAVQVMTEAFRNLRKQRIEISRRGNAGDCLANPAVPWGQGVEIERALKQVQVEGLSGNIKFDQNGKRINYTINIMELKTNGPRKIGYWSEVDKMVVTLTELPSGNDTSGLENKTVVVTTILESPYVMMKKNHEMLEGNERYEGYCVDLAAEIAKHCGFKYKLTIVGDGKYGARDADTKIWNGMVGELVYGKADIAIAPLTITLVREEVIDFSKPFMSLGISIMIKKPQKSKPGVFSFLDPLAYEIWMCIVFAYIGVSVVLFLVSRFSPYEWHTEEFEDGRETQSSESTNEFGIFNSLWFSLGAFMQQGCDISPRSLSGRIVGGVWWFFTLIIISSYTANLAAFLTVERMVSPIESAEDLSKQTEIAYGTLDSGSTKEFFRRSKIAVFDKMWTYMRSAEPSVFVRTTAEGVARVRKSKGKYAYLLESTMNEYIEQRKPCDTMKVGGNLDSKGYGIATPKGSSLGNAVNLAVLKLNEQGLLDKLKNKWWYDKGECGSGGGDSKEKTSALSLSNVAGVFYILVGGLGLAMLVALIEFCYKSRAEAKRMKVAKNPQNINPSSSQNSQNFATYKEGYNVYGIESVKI
GluA2 TARP mod agonism max-min: recorded beside GluA2 TARP mod, whose call it bears; compound max-min signal; compound-alone response (agonism);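 unitless range of fluorescence divided by baseline over first 100 seconds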
GluA2 TARP mod glutamate slope: recorded beside GluA2 TARP mod, whose call it bears; glutamate slope, % of max; measured here: glutamate response slope, % max;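 scaled per plate between vehicle wells and maximal 1 mM glutamate control wells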
Numbers without * were called inactive; i = inactive; + = active, no number; & = joins results of further samples.

Below each SMILES: GluA2 TARP mod glutamate slope, GluA2 TARP mod agonism max-min, GluA2 TARP mod
O=C(Cc1ccccc1)Nc1ccc2c(c1)OCCO2
 : 56, 0.077, i
Cc1nc(-c2cccs2)c(CCC(=O)N2CCCC2)s1
 : 61, 0.079, i
CCCOc1ccc(N2CCN(C(=O)C3CCCCC3)CC2)nn1
 : 53, 0.061, i
CCCCOc1ccccc1-c1cc2c(SCC(=O)Nc3c(C)cccc3C)nccn2n1
 : 61, 0.094, i
O=C(c1c(F)cccc1F)N1CCN(c2ncnc3c2nnn3-c2ccccc2)CC1
 : 39, 0.039, i
Cc1cc(C)c(S(=O)(=O)NCc2ccccc2)c(C)c1N(C)S(C)(=O)=O
 : 53, 0.097, i
Cn1c(=O)c2c(=S)cc[nH]c2n(C)c1=O
 : 40, 0.031, i
COc1ccc(S(=O)(=O)CC(=O)Nc2nc(-c3cc(C)ccc3C)cs2)cc1
 : 33, 0.064, i
COc1ccc(N2C(=S)N(c3ccc([N+](=O)[O-])cc3)C3CS(=O)(=O)CC32)cc1 (stereo not given)
 : 53, 0.084, i
O=C(c1cc(Cl)ccc1Cl)N1CCN(Cc2nc(-c3ccco3)cs2)CC1
 : 67, 0.13, i
CC(=O)c1ccc(NC(=O)c2ccc(S(=O)(=O)N(C)Cc3ccccc3)cc2)cc1
 : 57, 0.11, i
O=C(Nc1ccc2c(c1)OCO2)c1ccc(=O)n(Cc2cccc(Cl)c2)c1
 : 41, 0.081, i
Cc1c(Cl)cccc1N1CCN(S(=O)(=O)N(C)C)CC1
 : 62, 0.043, i
CS(=O)(=O)c1ccc(CC(=O)Nc2nc(-c3nc4ccccc4s3)cs2)cc1
 : 52, 0.13, i
COC(=O)c1ccc(C)c(-n2c(N)c(C(=O)NC3CCCC3)sc2=S)c1
 : 61, 0.16, i
Cc1onc(-c2ccccc2Cl)c1C(=O)NCC(O)(c1cccs1)C1CC1 (stereo not given)
 : 48, 0.11, i
COC(=O)C1=CN(c2ccc(F)c(F)c2)C=C(C(=O)OC)C1c1ccc([N+](=O)[O-])cc1
 : 43, 0.049, i
CN(C)C(CNC(=O)C(=O)Nc1nccs1)c1cccs1 (stereo not given)
 : 78, 0.1, i
CCOC(=O)Cn1c(=O)c2c(nc3n2CCCN3c2cccc(C)c2C)n(C)c1=O
 : 31, 0.048, i
C=C(C)Cn1c(N2CCN(CC(=O)OCc3ccccc3)CC2)nc2c1c(=O)[nH]c(=O)n2C
 : 23, 0.069, i
COC(=O)Cn1c(=O)c2c(nc(-n3nc(C)cc3C)n2Cc2ccc(C)cc2)n(C)c1=O
 : 63, 0.024, i
O=S(=O)(/C=C/c1ccccc1)NC1CCCC(O)C1 (stereo not given)
 : 92, 0.15, i
CC(C)(C)N1CC(c2nc3ccccc3n2Cc2ccccc2)CC1=O (stereo not given)
 : 63*, 0.16*, +
O=C(NCc1cccs1)C(=O)NCC(c1ccc(F)cc1)N1CCOCC1 (stereo not given)
 : 59, 0.047, i
CC(C)c1nnc(NC(=O)c2ccc(N3C(=O)c4ccccc4C3=O)cc2)s1
 : 52, 0.071, i
COc1coc(C(=O)NCCC(c2ccccc2)c2ccccc2)cc1=O
 : 66, 0.081, i
COc1ccc2nc(-c3ccc(Cl)c(NC(=O)NCc4ccccc4)c3)cn2n1
 : 50, 0.057, i
O=C(NCC(O)(c1ccco1)C1CC1)Nc1ccccc1 (stereo not given)
 : 66, 0.11, i
CCCCCc1ccc(-c2ccc(C(=O)Nc3cccc(Cl)c3)cc2)nc1
 : 71, 0.11, i
COc1ccc(NC(=O)CSc2ccc(-c3ccc(C)c(C)c3)nn2)cc1OC
 : 53, 0.04, i
CSc1cccc2sc(N3CCN(C(=O)Nc4ccccc4C)CC3)nc12
 : 57, 0.069, i
COc1ccc(S(=O)(=O)N2CCCOC2CNC(=O)C(=O)NCc2ccncc2)cc1OC (stereo not given)
 : 66, 0.1, i
CCCOc1cn(-c2ccc(F)cc2)nc1C(=O)Nc1ccc(C(N)=O)cc1
 : 46, 0.14, i
COc1ccc(-c2ccc(=O)n(CCCNC(=O)COc3ccc4c(c3)OCO4)n2)cc1
 : 53, 0.06, i
COc1ccc(S(=O)(=O)CCCC(=O)N2CCN(c3nc4ccccc4s3)CC2)cc1
 : 43, 0.033, i
Cc1nc(NCC2CCCO2)nc(NC2CCCCC2)c1[N+](=O)[O-] (stereo not given)
 : 69*, 0.07*, +
Cc1cccc(C(=O)N2CCC3(CC2)CC(=O)c2ccccc2O3)c1
 : 46*, 0.066*, +
CCCN1COc2ccc3c(=O)c(-c4ccc(OC)c(OC)c4)c(C)oc3c2C1
 : 60, 0.11, i
O=C(CSc1nc(=O)n(CC2CCCO2)c2c1CCCC2)N1CCN(c2ccccc2)CC1 (stereo not given)
 : 56, 0.082, i
CCc1ccc(N2CCn3c2nc2c3c(=O)n(Cc3ccccc3)c(=O)n2C)cc1
 : 65, 0.1, i
O=C(Cc1ccccc1)Nn1cnc2c(cnn2-c2ccccc2)c1=O
 : 77, 0.074, i
Cc1ccc(S(=O)(=O)N2C3CCC2COC3)cc1C
 : -10, 0.075, i
Cn1nc(-c2cccc(NC(=O)c3ccc4c(c3)OCO4)c2)ccc1=O
 : 63, 0.081, i
CSc1ccccc1NC(=O)Cn1nc(-c2ccncc2)ccc1=O
 : 49, 0.052, i
CCCCn1c2c(c(=O)[nH]c1=O)C(c1ccco1)NC(=O)N2 (stereo not given)
 : 56, 0.098, i

Sorted by count of non-hydrogen atoms (falling): some entries from above.
Below each SMILES: GluA2 TARP mod glutamate slope, GluA2 TARP mod agonism max-min, GluA2 TARP mod
O=C(CSc1nc(=O)n(CC2CCCO2)c2c1CCCC2)N1CCN(c2ccccc2)CC1 (stereo not given)
 : 56, 0.082, i
COc1ccc(S(=O)(=O)CCCC(=O)N2CCN(c3nc4ccccc4s3)CC2)cc1
 : 43, 0.033, i
CCc1ccc(N2CCn3c2nc2c3c(=O)n(Cc3ccccc3)c(=O)n2C)cc1
 : 65, 0.1, i
Cn1nc(-c2cccc(NC(=O)c3ccc4c(c3)OCO4)c2)ccc1=O
 : 63, 0.081, i
Cc1cccc(C(=O)N2CCC3(CC2)CC(=O)c2ccccc2O3)c1
 : 46*, 0.066*, +
CCCCn1c2c(c(=O)[nH]c1=O)C(c1ccco1)NC(=O)N2 (stereo not given)
 : 56, 0.098, i

Another view of six compounds above.
| compound | GluA2 TARP mod glutamate slope | GluA2 TARP mod agonism max-min | GluA2 TARP mod |
| --- | --- | --- | --- |
| CSc1cccc2sc(N3CCN(C(=O)Nc4ccccc4C)CC3)nc12 | 57 | 0.069 | i |
| CSc1ccccc1NC(=O)Cn1nc(-c2ccncc2)ccc1=O | 49 | 0.052 | i |
| COc1ccc(-c2ccc(=O)n(CCCNC(=O)COc3ccc4c(c3)OCO4)n2)cc1 | 53 | 0.06 | i |
| O=C(CSc1nc(=O)n(CC2CCCO2)c2c1CCCC2)N1CCN(c2ccccc2)CC1 (stereo not given) | 56 | 0.082 | i |
| O=C(Cc1ccccc1)Nn1cnc2c(cnn2-c2ccccc2)c1=O | 77 | 0.074 | i |
| CCCOc1cn(-c2ccc(F)cc2)nc1C(=O)Nc1ccc(C(N)=O)cc1 | 46 | 0.14 | i |

Other structures
Below each SMILES: GluA2 TARP mod glutamate slope, GluA2 TARP mod agonism max-min, GluA2 TARP mod
COC(=O)C1=C(CS(=O)(=O)c2ccc(Cl)s2)NC(=O)NC1c1ccc(O)c(OC)c1 (stereo not given)
 : 57, 0.11, i
CN1C(=O)c2ccc(NC(=S)NC(=O)CC34CC5CC(CC(C5)C3)C4)cc2C1=O
 : 55, 0.052, i
Cc1cc(C)n(C(=O)c2ccc(C)c(S(=O)(=O)N3CCOCC3)c2)n1
 : 47, 0.021, i
O=C(COc1ccc(Cl)cc1Cl)NCC(O)(c1cccs1)C1CC1 (stereo not given)
 : 56, 0.14, i
O=C(c1ccno1)N(CCCN1CCOCC1)c1nc2ccccc2s1
 : 31, 0.11, i
Cc1cc(S(=O)(=O)NCCn2nc(-c3ccncc3)ccc2=O)ccc1F
 : 44, 0.051, i
O=C(CSc1nc(=O)n(CC2CCCO2)c2c1CCC2)Nc1nccs1 (stereo not given)
 : 50, 0.068, i
COC(=O)c1ccc(CSc2nnc(CCn3ccc(=O)[nH]c3=O)o2)o1
 : 57, 0.05, i
CN1CCN(NC(=O)C(=O)NC(C)(C)C)CC1
 : 46, 0.086, i
O=S(=O)(c1ccc(Cl)cc1)c1nc(-c2ccco2)oc1NCC1CCCO1 (stereo not given)
 : 66, 0.13, i
O=C(Nc1ccc2c(c1)N(C(=O)C1CC1)CC2)c1cc(Br)ccc1Cl
 : 72, 0.084, i
COC(=O)C1CCN(C(=O)Cc2cc(-c3ccc(OC)cc3)on2)CC1
 : 43, 0.088, i
COC(=O)c1c(NC(=O)CCSc2nnc3ccccn23)sc2c1CCC2
 : 34, 0.07, i
CCOc1ccc(NC(=O)C(=O)NCCc2ccc(F)cc2)cc1
 : 41, 0.054, i
COc1ccc(NC(=O)C(=O)NCC(c2ccc(C)cc2)N2CCOCC2)cc1 (stereo not given)
 : 49, 0.047, i
CC(C)(C)n1nc2c(c1-n1cccc1)CN(C(=O)c1ccc(=O)[nH]c1)C2
 : 61, 0.088, i
Cc1cc(-c2nnc(NC(=O)C(c3ccccc3)c3ccccc3)o2)nn1C
 : 49, 0.088, i
COc1cccc(N2CC(c3nc4ccccc4n3Cc3ccc(Cl)cc3)CC2=O)c1 (stereo not given)
 : 69, 0.11, i
COc1cc(-c2noc(C3CCCN(S(=O)(=O)c4ccc(C)cc4)C3)n2)cc(OC)c1OC (stereo not given)
 : 67, 0.078, i
CCOCCn1c(N2CCN(Cc3cccc4ccccc34)CC2)nc2c1c(=O)[nH]c(=O)n2C
 : 47, 0.078, i
COC(=O)c1c(-c2ccccc2)csc1NC(=O)CSc1nnc2sc3ccccc3n12
 : 34, 0.076, i
O=C(Cc1cccs1)NCC(c1ccco1)N1CCN(c2ccc(F)cc2)CC1 (stereo not given)
 : 54, 0.11, i
O=C(Nc1ccc(F)c(Cl)c1)N1CCN(c2ccc3nnc(C4CC4)n3n2)CC1
 : 41, 0.084, i
Cc1ccc(N2CC(C)Cn3c2nc2c3c(=O)n(CCN3CCOCC3)c(=O)n2C)cc1C (stereo not given)
 : 59, 0.12, i
Cn1ccnc1N1CCN(C(=O)Cc2ccc(-c3ccccc3)cc2)CC1
 : 61, 0.055, i
CCCCn1cnc2c(-c3ccccc3)cn(CC(=O)NCc3ccccc3OC)c2c1=O
 : 54&95, 0.087&0.042, i
COc1ccc(S(=O)(=O)Nc2ccc(CC(=O)N3CCOCC3)cc2)c(C)c1
 : 55, 0.12, i
COc1ccc(S(=O)(=O)Nc2ccc3c(c2)N(C(=O)c2ccccc2)CCC3)cc1F
 : 53, 0.13, i
CC1CCN(c2nc3c(c(=O)[nH]c(=O)n3C)n2CC(O)COC(C)C)CC1 (stereo not given)
 : 52, 0.11, i
O=C(NC(c1ccccc1)c1ccccc1)N1CCN(C(=O)c2cnn3ccccc23)CC1
 : 50, 0.11, i
Cc1ccc(N2CCN(c3ccc(S(=O)(=O)c4ccccc4)nn3)CC2)c(C)c1
 : 55, 0.096, i
CCOC(=O)C1CCN(C(=O)Cc2cc(=O)oc3cc(C)ccc23)CC1
 : 48, 0.097, i
Cc1onc(-c2ccccc2Cl)c1C(=O)NCCCN1CCOC(c2ccccc2)C1 (stereo not given)
 : 33, 0.038, i
COC(=O)CCn1c(=O)c2c(nc3n(-c4cc(C)cc(C)c4)c(C)c(C)n23)n(C)c1=O
 : 72, 0.14, i
CCCCc1ccc(NC(=O)Cn2nc(C(=O)Nc3ccccc3)ccc2=O)cc1
 : 40, 0.051, i
Cc1ccc(S(=O)(=O)NCCC(=O)N/N=C/c2ccco2)cc1
 : 37, 0.11, i
CCOC(=O)CCC(=O)N1CCC(c2nnc(C3CC3)o2)CC1
 : 59, 0.12, i
COc1ccc(S(=O)(=O)CCCC(=O)Nc2cccc([N+](=O)[O-])c2)cc1
 : 57, 0.12, i
N#Cc1ccccc1NC(=O)c1ccc(N2CCCCS2(=O)=O)cc1
 : 55, 0.092, i
COc1cccc(OC)c1C(=O)Nc1ccc(OC(C)C)cc1
 : 60, 0.048, i
CN(c1ccc(F)cc1)S(=O)(=O)c1ccsc1-c1nc(-c2ccc(F)cc2)no1
 : 57, 0.1, i
CCC(=O)Nc1nnc(-c2ccc3c(c2)CCCC3)o1
 : 63, 0.052, i
COc1cc(/C=C2\SC(=S)N(c3ccc(C(=O)O)cc3)C2=O)ccc1O
 : 62, 0.07, i
COc1ccc(S(=O)(=O)CCC(=O)Nc2nc(-c3ccc(Cl)c(Cl)c3)cs2)cc1
 : 61, 0.078, i
Cc1nc(Nc2ccc(NC(=O)c3ccccc3F)cc2)cc(-n2cccn2)n1
 : 56, 0.11, i
O=C(Nc1nnc(CCS(=O)(=O)c2ccccc2)o1)C1COc2ccccc2O1 (stereo not given)
 : 47, 0.09, i
COc1ccc(C(=O)CSc2nccn(-c3ccc(Cl)cc3)c2=O)cc1OC
 : 59, 0.11, i
CNC(=O)c1c(NC(=O)c2cc3ccccc3o2)sc(C)c1C
 : 58, 0.14, i
COc1ccccc1C1(CNC(=O)CSCc2ccccc2)CCOCC1
 : 70, 0.055, i
Cc1cc(NC(=O)C(=O)NCC(c2ccccc2)N(C)C)no1 (stereo not given)
 : 86, 0.074, i
O=C(Nc1ccc(CC(=O)N2CCOCC2)cc1)c1ccc2c(c1)OCO2
 : 31, 0.051, i
CCS(=O)(=O)NCCOc1ccc(-c2ccc(F)cc2)nn1
 : 56, 0.028, i

Bioassay records as filed in PubChem.

Not all compounds are listed; the hit share may differ from the screen's.
